Diaphorase act = diaphorase activation or chemical reduction counter-screen; Diaphorase/resazurin coupled assay, resorufin fluorescence, 16 min; active compounds read high; 1 = vehicle wells, 0 = NADH-free wells; activation factor at 20 µM; 190,000 compounds, 0.005% hits; AID 1229;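 active = diaphorase activity raised at least twofold by the compound at 20 µM; inactive = activation factor below 2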
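Assay system: Purified diaphorase enzyme from Clostridium kluyveri | Amount: Enzyme 0.07 U/mL final | Dosing: Compound 20 µM once, DMSO 1% | Timing: 16 min reaction at room temperature | Detection: Fluorescence, excitation 544 nm and emission 590 nm | Evaluation: Higher resorufin formation from activation or reduction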
Hsp70 act = transcriptional activators of Hsp70 | HeLa Hsp70 promoter luciferase reporter, luminescence; scaled: vehicle 0, proteasome-inhibitor control 100% | activation, % at 10 µM | 200,000 compounds, 0.04% hits | AID 1203;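 active = activation above the mean across all tested compounds plus 3 SD, cutoff set per campaign, cut at about 5.5% in these data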;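 note: 100% = MG132 at 30 µM as the positive control and 0% = DMSO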
RAM network inh = blocks the yeast RAM network. S. cerevisiae dse1pr::URA3 reporter, 5-FOA growth OD615, 2 d; analog-sensitive cbk1-as2 kinase mutant strain. inhibition, % at 50 µM. 190,000 compounds, 1.8% hits. AID 868;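 active = inhibition above a set limit, 3 SD over mean compound inhibition, cut at about 8.4% in these data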;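 note: 0% = DMSO-only wells with no growth and 100% = 10 µM 1-NA-PP1 full growth; inhibition rescues growth on 5-FOA so higher OD means more RAM inhibition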
L major viab = reduces viability of Leishmania major promastigotes. resazurin fluorescence viability. inhibition, % at 10 µM. AID 1063. 200,000 compounds, 9% hits;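 note: promastigotes grown with compound for 44 hours at 28 °C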
TLR4-MyD88 BLA = TLR4-MyD88 interaction inhibition in cells. inhibition, % at 8.4 µM. O00206+Q99836. HeLa CL3-4 TLR4/MyD88 BLA complementation, FRET ratio. 200,000 compounds, 0.18% hits; in the data active = inhibition above about 25%;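 note: 0% = vehicle and 100% = reference inhibitor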
G6PDH CS = counter-screen for G6PDH assay hits: L. mesenteroides G6PDH inhibition; AID 1020; inhibition, % at 5 µM; Purified L. mesenteroides G6PDH, diaphorase/resazurin coupled fluorescence, 45 min; 200,000 compounds, 0.12% hits
PMI act hi M6P = increases human PMI activity with near-saturating mannose 6-phosphate. 190,000 compounds, 0.34% hits. coupled PMI enzyme assay, resazurin fluorescence, 20 min; active compounds read high; 1 = untreated enzyme, 0 = substrate-free blank. P34949. activation factor at 20 µM. AID 1216;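 active = activation factor of 2 or more at 20 µM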
Target sequence (P34949 whole entry, looked up): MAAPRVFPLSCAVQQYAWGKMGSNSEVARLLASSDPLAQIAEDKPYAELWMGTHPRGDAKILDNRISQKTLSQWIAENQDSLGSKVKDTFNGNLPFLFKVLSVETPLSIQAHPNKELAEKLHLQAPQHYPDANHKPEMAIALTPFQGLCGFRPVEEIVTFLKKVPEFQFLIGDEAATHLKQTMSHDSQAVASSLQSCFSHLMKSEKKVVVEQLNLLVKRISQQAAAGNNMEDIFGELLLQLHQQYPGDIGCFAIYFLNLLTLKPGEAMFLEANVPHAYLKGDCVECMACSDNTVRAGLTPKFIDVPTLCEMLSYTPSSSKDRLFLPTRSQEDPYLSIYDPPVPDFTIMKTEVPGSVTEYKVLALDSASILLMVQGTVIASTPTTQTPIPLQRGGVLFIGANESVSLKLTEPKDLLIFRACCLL
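Test system: human PMI in coupled enzyme assay; Input: PMI at 15 ng/mL final; Medium: HEPES buffer, pH 7.4; Schedule: 20 min incubation at room temperature; Technique: resorufin fluorescence at Ex 544/Em 590 nm; Compound: 20 µM single dose; Probe or stimulus: Near-saturating mannose-6-phosphate, 1.0 mM.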
DTT redox prof = compounds producing H2O2 with reducing agent – biochemical, NIH compound library profiling, artefact control for MLSCN library redox annotation, primary screen; DTT-dependent redox cycling H2O2, phenol red/HRP absorbance; 100% = 100 µM peroxide control, 0% = buffer; activation, % at 10 µM; 200,000 compounds, 0.03% hits;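 active = activation of at least 50% relative to the plate's high and low controls in the primary single-dose screen; inactive = activation below 50%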;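 note: compound incubated with DTT at 0.8 mM final as the reducing agent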
Diaphorase inh = inhibits diaphorase or chemically oxidizes, flagging diaphorase assay artifacts. diaphorase resazurin-to-resorufin fluorescence, NADH, 16 min; bacterial (C. kluyveri) enzyme, not human. inhibition, % at 20 µM. 190,000 compounds, 0.69% hits. AID 1217;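 active = primary screen inhibition at 20 µM above a set limit, cut at about 50% in these data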;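 note: plate controls were DMSO with full reaction for no effect and wells lacking NADH for full effect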
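System: Diaphorase enzyme from Clostridium kluyveri | Amount: Enzyme working solution with 0.14 U/mL diaphorase | Benchmarks: No-NADH positive control and DMSO neutral control | Signal: Fluorescence of resorufin formed from resazurin, Ex 544/Em 590 nm | Schedule: 16-min room-temperature incubation before reading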
S1P3 antag = antagonists of human S1P3 receptor; inhibition, % at 4.98 µM; AID 485; Q99500; 170,000 compounds, 0.27% hits; CHO S1P3 NFAT-BLA reporter, FRET fluorescence, antagonist mode;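 active = inhibition above the plate cutoff, the mean inhibition of test wells on that plate plus 3 SD, cut at about 28% in these data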;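 note: cells challenged with S1P at its EC80 of 0.8 µM; blue over green emission ratio from cleaved BLA substrate after 4 h stimulation; 0% = S1P-stimulated wells and 100% = unstimulated DMSO-only wells; some compounds past the cut are filed as inactive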
Target sequence (Q99500 whole entry, looked up): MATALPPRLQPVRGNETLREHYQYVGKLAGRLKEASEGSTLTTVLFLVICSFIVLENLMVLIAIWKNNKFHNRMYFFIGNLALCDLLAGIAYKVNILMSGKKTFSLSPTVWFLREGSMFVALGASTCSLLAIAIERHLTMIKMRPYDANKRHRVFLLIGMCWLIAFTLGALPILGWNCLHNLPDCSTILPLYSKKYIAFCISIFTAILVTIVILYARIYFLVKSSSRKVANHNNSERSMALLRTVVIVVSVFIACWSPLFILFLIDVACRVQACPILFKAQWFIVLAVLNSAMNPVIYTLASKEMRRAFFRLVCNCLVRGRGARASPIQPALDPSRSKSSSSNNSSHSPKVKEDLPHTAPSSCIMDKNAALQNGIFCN
PMI activator = activators of human phosphomannose isomerase; 190,000 compounds, 0.005% hits; activation factor at 20 µM; P34949; purified human PMI, coupled resazurin fluorescence, 20 min; active compounds read high; 1 = vehicle control, 0 substrate-free wells;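 active = activation factor of 2 or more at 20 µM, relative to plate controls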
Numbers without * were called inactive; · = not tested or not shown. Cut-off read from the data, not from the text of the source, unless noted: active = inhibition above about 50%; inactive = the rest.

item	SMILES	Diaphorase act	Hsp70 act	RAM network inh	L major viab	TLR4-MyD88 BLA	G6PDH CS
1	COc1ccc(CN2C(=O)c3ccccc3C2C(=O)NCc2cccnc2)c(OC)c1 (stereo unspecified)	0.8	-0.4	2.6	-1	-1	3
2	NC(=O)NC(=O)C[n+]1cccc(/C=N/O)c1	0.9	-0.1	0.5	-4	2	2
3	C=CC1=C(C(=O)O)N2C(=O)C(NC(=O)Cc3ccccc3)C2SC1 (stereo unspecified)	0.8	-0.2	0.5	-4	-3	0
4	CCCc1n(CC)c2ccccc2[n+]1CC(O)COC1CCCCC1 (stereo unspecified)	1	-0.3	0.5	97*	-14	0
5	Cc1ccc(C)c(NC(=O)c2c(Cl)nc3ccccn23)c1	1	-0.2	0.8	-6	2	3
6	COc1ccccc1NC(=O)c1sc2nc(Cc3ccccc3)cc(C(F)(F)F)c2c1N	0.8	-0.2	2.0	6	1	2
7	COc1cc(NC(=O)c2ccc(COCC(F)(F)F)cc2)cc(OC)c1OC	0.8	-0.3	1.3	-2	0	6
8	O=C(Nc1ccccc1)c1cccc(S(=O)(=O)Oc2ccc([N+](=O)[O-])cc2)c1	0.7	-0.2	10*	2	0	-6

item	PMI act hi M6P	DTT redox prof	Diaphorase inh	S1P3 antag	PMI activator
1	0.9	-0.2	18	-2	0.9
2	1	0.0	8	-20	1
3	1	0.1	18	·	0.9
4	1	0.0	1	-14	1
5	1.1	-1.8	0	0	1.2
6	0.9	0.7	21	·	0.8
7	1	-6.8	15	·	1
8	0.8	-0.7	26	-3	0.9

Given with one line to a screen: part of the list above
1: COc1ccc(CN2C(=O)c3ccccc3C2C(=O)NCc2cccnc2)c(OC)c1 (stereo unspecified)
2: NC(=O)NC(=O)C[n+]1cccc(/C=N/O)c1
3: C=CC1=C(C(=O)O)N2C(=O)C(NC(=O)Cc3ccccc3)C2SC1 (stereo unspecified)
4: CCCc1n(CC)c2ccccc2[n+]1CC(O)COC1CCCCC1 (stereo unspecified)
5: Cc1ccc(C)c(NC(=O)c2c(Cl)nc3ccccn23)c1
6: COc1ccccc1NC(=O)c1sc2nc(Cc3ccccc3)cc(C(F)(F)F)c2c1N
7: COc1cc(NC(=O)c2ccc(COCC(F)(F)F)cc2)cc(OC)c1OC
compound no.	1	2	3	4	5	6	7
Diaphorase act	0.8	0.9	0.8	1	1	0.8	0.8
Hsp70 act	-0.4	-0.1	-0.2	-0.3	-0.2	-0.2	-0.3
RAM network inh	2.6	0.5	0.5	0.5	0.8	2.0	1.3
L major viab	-1	-4	-4	97*	-6	6	-2
TLR4-MyD88 BLA	-1	2	-3	-14	2	1	0
G6PDH CS	3	2	0	0	3	2	6
PMI act hi M6P	0.9	1	1	1	1.1	0.9	1
DTT redox prof	-0.2	0.0	0.1	0.0	-1.8	0.7	-6.8
Diaphorase inh	18	8	18	1	0	21	15
S1P3 antag	-2	-20	·	-14	0	·	·
PMI activator	0.9	1	0.9	1	1.2	0.8	1

More records follow.
item	SMILES	Diaphorase act	Hsp70 act	RAM network inh	L major viab	TLR4-MyD88 BLA	G6PDH CS
9	CC(C)(C)NC(=O)COC(=O)Cc1ccc(Cl)cc1	1	-0.4	-0.1	-5	1	4
10	COc1ccc(C)cc1-n1nnnc1SCC(=O)N1CCC(C(=O)Nc2nccs2)CC1	0.9	-0.4	1.0	7	-2	12
11	CCOC(=O)N1CCC(NC(=O)c2cc(S(=O)(=O)N3CCCC3)cn2C)CC1	0.8	0.0	1.8	0	1	10
12	O=C(CN1CCCCC1)NCCNC(=O)CN1CCCCC1	0.9	-0.2	1.5	-2	5	4
13	Cc1ccc(C)c(NC(=S)NNC(=S)Nc2ccc(C(C)C)cc2)c1	1	-0.1	3.7	-6	1	2
14	Cc1nc(N2CCOCC2)c2c(C)c(C(=O)Nc3ccc(F)cc3F)sc2n1	0.9	-0.1	3.2	20	0	4
15	O=C(c1ccccc1-c1nc(-c2ccccc2)no1)N1CCOCC1	1	-0.3	0.3	-6	6	-2
16	CCOC(=O)Nc1cc(OC)c(OC)cc1Cc1nccc2cc(OC)c(OC)cc12	0.9	-0.2	0.2	17	1	4

item	PMI act hi M6P	DTT redox prof	Diaphorase inh	S1P3 antag	PMI activator
9	1	0.1	2	·	1
10	1	1.9	8	1	0.9
11	0.9	0.1	18	-23	1
12	1	2.3	14	-19	1
13	1	-1.4	0	15	0.8
14	1.1	-0.2	8	-4	1.1
15	1	2.2	4	·	1
16	1	2.5	7	4	1

The list continues:
item	SMILES	Diaphorase act	Hsp70 act	RAM network inh	L major viab	TLR4-MyD88 BLA	G6PDH CS
17	CCC(Sc1ccc(Cl)cc1)C(=O)Nc1nnc(-c2cccc([N+](=O)[O-])c2)s1 (stereo unspecified)	0.9	-0.1	3.2	4	-13	13
18	CNC(=O)CSc1nnc(-c2cc3c(C)nn(-c4ccccc4)c3s2)n1C	·	-0.4	·	1	-5	·
19	CCOc1ccc(C(C)=O)cc1CN1C(=O)NC(C)(C2CC2)C1=O (stereo unspecified)	0.7	-0.2	-0.9	-6	-6	2
20	CCC(O)(CCN1CCCCC1)c1ccccc1 (stereo unspecified)	0.9	0.3	2.2	0	0	1
21	COC(=O)c1ccc(C(c2c(N)n(Cc3ccccc3)c(=O)n(C)c2=O)N2CCOCC2)cc1 (stereo unspecified)	1	-0.1	0.1	5	-17	3
22	CN1CCN(CCCNC(=O)c2ccc(Cn3c(=S)[nH]c4ccc(Br)cc4c3=O)cc2)CC1	0.9	-0.1	3.1	-8	-7	-8
23	COc1cc(C(=O)OCC(=O)c2c(N)n(C)c(=O)n(C)c2=O)ccc1OCCC(C)C	0.9	0.1	2.0	-6	1	-5
24	O=S(=O)(N/N=C/c1ccc(OC2CSC2)cc1)c1ccccc1	1	-0.2	3.2	1	-5	-4

item	PMI act hi M6P	DTT redox prof	Diaphorase inh	S1P3 antag	PMI activator
17	1	0.2	12	-9	1.1
18	·	3.1	·	-18	·
19	0.9	-1.5	33	-5	0.9
20	1	0.1	13	-41	1
21	1	-0.2	5	-20	0.9
22	1	-0.3	8	-16	1.1
23	1	-0.6	7	-12	1
24	1.1	0.2	1	-27	1

(cont.)
item	SMILES	Diaphorase act	Hsp70 act	RAM network inh	L major viab	TLR4-MyD88 BLA	G6PDH CS
25	CCCn1c(=O)c2ccccc2n2c(SCC(=O)c3cc(C)n(CCOC)c3C)nnc12	0.7	·	·	·	·	3
26	O=C1c2ccccc2C(Nc2ccc(Cl)cn2)N1Cc1ccccc1 (stereo unspecified)	0.9	-0.2	-1.1	25	1	-3
27	CCCCNC(=O)CSc1nc2ccc(C)cc2[nH]1	0.9	-0.4	1.2	-7	-4	3
28	CCCCC(=O)NNC(=S)NC(=O)c1ccc(C)cc1	0.7	-0.5	-1.9	2	4	10
29	CCCn1c(N)cc(=O)n(CCC)c1=O	1	-0.3	-0.5	4	2	2
30	CCOC(=O)N1N=C(c2ccccc2)CC1(O)C(C)(F)F (stereo unspecified)	0.9	0.2	-0.2	-11	6	3
31	Cc1ccc(S(=O)(=O)N(C)C)cc1NC(=O)CCNC(=O)c1ccccc1Cl	1	-0.2	-1.0	-5	-11	14
32	Cn1cccc1Cc1nnc(SCC(=O)Nc2ccccc2F)n1CCc1ccccc1	0.7	-0.3	4.5	5	-6	-19

item	PMI act hi M6P	DTT redox prof	Diaphorase inh	S1P3 antag	PMI activator
25	0.9	·	27	-26	0.9
26	1	-0.9	13	·	1
27	1	-0.1	7	-6	1
28	1.3	-1.2	32	-5	1.1
29	1.1	-2.0	4	9	1
30	1	-0.4	7	-16	0.9
31	1	0.4	-2	-1	1
32	1	-0.1	30	-4	0.9

(list continues)
item	SMILES	Diaphorase act	Hsp70 act	RAM network inh	L major viab	TLR4-MyD88 BLA	G6PDH CS
33	Nc1sc(-c2ccccc2)cc1C(=O)O	0.9	-0.2	0.3	-13	-3	11
34	CCOc1ccc(C(=O)N(CN2CCCC2=O)c2ccc(C)cc2)cc1	0.9	-0.2	1.5	-4	3	0
35	O=C(CN1C2=NCCCN2c2ccccc21)c1ccc(Br)s1	0.8	0.2	1.1	45	11	6
36	COC(=O)c1ccc(N2CCCCC2)c(NS(=O)(=O)c2ccc(C)cc2)c1	0.8	-0.3	11*	97*	-6	9
37	O=C(CSc1nc2ccccc2s1)c1cc2ccccc2o1	1	-0.1	9.4*	-2	10	-28
38	CCN(C(=O)CCN1C(=O)c2ccccc2C1=O)C1CCCCC1	1.1	-0.3	0.2	-9	15	4

item	PMI act hi M6P	DTT redox prof	Diaphorase inh	S1P3 antag	PMI activator
33	1	1.8	10	·	1
34	1	0.8	9	-73	1.1
35	1	1.3	18	-9	1
36	0.9	0.1	23	·	0.9
37	1.5	-0.6	3	·	1.2
38	1.1	2.8	-12	1	1.1
